SV40 large T antigen: SV40 large T antigen inhibitors, biochemical (AID 1903) | SV40 large T antigen ATPase/helicase inhibition assay; higher % means a stronger effect | one-dose inhibition, % at 20 µM; IC50 in µM for titrated hits | 0.39% of 310,000 active; in the data active = a potency from the dose series; inconclusive = inhibition mostly from about 32% at the one dose, without a potency; inactive = the rest, 99 in 100 with inhibition below about 32%; note: strong numbers were not always called active
GPR35 antagonists: GPR35 antagonists blocking zaprinast-driven arrestin recruitment, primary screen, imaging, U2OS, beta-arrestin-GFP, zaprinast agonist (AID 2058) | 0.052% of 290,000 active | G-protein coupled receptor 35 (Homo sapiens) | inhibition, % at 10 µM; hits with a dose series show IC50 in µM | U2OS GPR35 beta-arrestin-GFP translocation imaging, zaprinast antagonism; higher % means a stronger effect;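 active = inhibition of at least 50% with at least 30 cells and total cytoplasm GFP at most 10,000,000; inconclusive = under 30 cells or total GFP of 10,000,000 plus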
HIV fusion peptide: inhibitors of HIV fusion peptide binding, primary screen, biochemical, uHTS, fluorescence dequenching (AID 1986); 0.3% of 290,000 active; cell-free peptide binding, fluorescence dequenching, 30 min; higher % means a stronger effect; one-dose inhibition, % at 20 µM; IC50 in µM for titrated hits; in the data active = inhibition mostly above about 52%, no sharp cut-off; inactive = mostly below about 76%; note: some results filed as inactive read as strong as hits
GPR55 LPI antagonism: GPR55 antagonists blocking LPI-driven arrestin recruitment, primary screen, imaging, U2OS, beta-arrestin-GFP, LPI agonist (AID 2013); 0.13% of 290,000 active; one-dose inhibition, % at 10 µM; IC50 in µM for titrated hits; U2OS GPR55 beta-arrestin-GFP translocation imaging, LPI antagonism; higher % means a stronger effect;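 active = spots per cell inhibited over 60%, with over 100 cells counted and total cytoplasm intensity under 500,000; inconclusive = wells with under 100 cells, flagged as likely toxic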;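 note: U2OS cells stably carrying GPR55 and arrestin-GFP stimulated by 5 µM LPI near EC80; imaged beta-arrestin-GFP aggregate spots per cell after agonist stimulation; plate controls were LPI-stimulated DMSO wells for no effect and DMSO wells without LPI for full effect; some results filed as inactive read as strong as hits; confirmed hits need IC50 under 10 µM and bright autofluorescent wells are also inconclusive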
RSV antiviral HEp-2: RSV antiviral activity via CPE protection, HEp-2 cells, primary 10 µM value included (AID 2391). 0.13% of 310,000 active. HEp-2 cells, RSV-induced CPE inhibition; higher % means a stronger effect. one-dose CPE inhibition, % at 10 µM; IC50 in µM for titrated hits; in the data active = a potency from the dose series; inconclusive = CPE inhibition mostly from about 23% at the one dose, without a potency; inactive = the rest, 99 in 100 with CPE inhibition below about 21%; note: strong numbers were not always called active
Dengue-2 NS5 capping: Dengue-2 NS5 methyltransferase inhibitors, primary screen, biochemical, confirmation dose response (AID 588689); one-dose inhibition, % at 25 µM; IC50 in µM for titrated hits; Genome polyprotein (Dengue virus type 2 (strain 16681-PDK53)); 0.3% of 340,000 active; Dengue-2 NS5 methyltransferase capping enzyme assay, biochemical; higher % means a stronger effect; in the data active = a potency from the dose series; inconclusive = inhibition above about 29% without an active follow-up result
K1F lysis inhibition: inhibition of K1F phage lysis, E. coli UTI89, bacterial capsule biogenesis inhibitors, alamar blue (AID 488966) | E. coli UTI89 K1F phage lysis, alamar blue, 2 h; higher % means a stronger effect | one-dose inhibition, % at 100 µM; IC50 in µM for titrated hits | 0.02% of 340,000 active;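 active = phage lysis inhibition, versus mean bacterial control, above a set limit; inconclusive = no clear call, values can overlap the other calls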;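 note: capsule biogenesis inhibitors block K1F phage lysis so surviving cells raise fluorescence; higher fluorescence means more inhibition of phage lysis; actives were called in the ten point dose series up to 300 µM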
PhoP inhibition: inhibitors of PhoP regulon expression, primary screen, Salmonella Typhimurium, GFP reporter (AID 1863). S. Typhimurium PhoP-regulated promoter GFP reporter, 4 h; higher % means a stronger effect. inhibition, % at 50 µM, or IC50 in µM where a hit was titrated. 0.16% of 300,000 active;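 active = inhibition over 29.93%, a cutoff 3 SD above the screen mean, later confirmed by dose response; inconclusive = inhibition over 29.93% but no dose response follow-up; inactive = inhibition at most 29.93% or unconfirmed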;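 note: 0% = low Mg2+ inducing control and 100% = high Mg2+ repressing control; strong numbers were not always called active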
Rac1 GTP hydrolysis: MgcRacGAP GTPase-activating activity inhibitors, confirmation, biochemical, ADP Hunter fluorescence; Rac GTPase-activating protein 1 (Homo sapiens); MgcRacGAP-stimulated Rac1 GTP hydrolysis, ADP Hunter fluorescence; higher % means a stronger effect; GST-tagged Rac1 F28L mutant substrate; inhibition, % at 30 µM; hits with a dose series show IC50 in µM; 0.6% of 340,000 active;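 active = first-screen hits whose inhibition reached a set limit at any dose in the follow-up dose series; inconclusive = inhibition above the set first-screen limit but never retested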;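 note: fluorescence reports GDP produced by GAP-driven GTP hydrolysis; strong numbers were not always called active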
Dengue-2 NS5 capping pilot replicate: recorded beside Dengue-2 NS5 capping, whose call it bears; inhibition, %; measured here: pilot screen replicate inhibition
* hit, by the source's call; ? = inconclusive; . = no result given; [ ] = dose if it differs, or a comment.

SMILES	SV40 large T antigen	GPR35 antagonists	HIV fusion peptide	GPR55 LPI antagonism	RSV antiviral HEp-2	Dengue-2 NS5 capping	K1F lysis inhibition	PhoP inhibition	Rac1 GTP hydrolysis	others
COc1ccc(NC(=O)C2CC(c3ccc(Cl)cc3)=NO2)cc1OC (configuration not stated)	3%	-1%	-0.1%	10%	2.3%	-1%	0.1%	12%	-3%	Dengue-2 NS5 capping pilot replicate=1.2
CCCCn1c(=O)[nH]c(=O)c2c1nc(-c1cccc(OC)c1)n2C	4%	-4%	-1.1%	7%	2.6%	0%	-0.3%	-12%	3%
COc1ccccc1C(=O)OC(C)CN1CCN(C)CC1 (configuration not stated)	7%	0%	2.6%	4%	1.9%	.	-1.2%	0%	9%
Cc1ccc(C2(CC(=O)Nc3nccs3)CCOC(C(C)C)C2)cc1 (configuration not stated)	3%	-12%	0.9%	4%	3.8%	-6%	0.7%[50 µM]	1%	5%
CC1(C)Oc2ccc3ccc(=O)oc3c2/C(=C/Nc2ccccn2)C1=O	17%	-4%	1.0%	.	-0.5%	-4%	1.6%	5%	4%
CC(=O)n1cc(N(C(=O)CCl)c2ccc([N+](=O)[O-])cc2)c2ccccc21	32%	-2%	-0.2%	21%	-2.9%	-5%	-0.6%	-15%	2%
CCNC(=S)N/N=C(\C)c1cccc(OC)c1	10%	-14%	-2.2%	0%	4.5%	-11%	0.0%	-4%	5%
CCCCCNC(=O)c1cccc(S(=O)(=O)N2CC3(C)CC2CC(C)(C)C3)c1 (configuration not stated)	13%	.	.	.	?	-7%	0.6%[50 µM]	-3%	3%
CCOC(=O)N/N=C1\CC(C)S(=O)(=O)c2ccc(Cl)cc21 (configuration not stated)	1%	22%	-1.1%	8%	.	5%	0.0%	-8%	6%
CCC(C)n1c(=O)c(C(=O)Nc2ccccc2S(N)(=O)=O)c(O)c2ccccc21 (configuration not stated)	4%	-15%	-1.7%	-2%	4.9%	-7%	-2.7%	-13%	5%
Cc1nnsc1NC(=O)OCCCl	-3%	-4%	0.8%	5%	2.6%	-5%	0.1%	-14%	6%
CC(=O)c1cccc(NC(=O)c2cc(S(=O)(=O)N3CCOCC3)cs2)c1	10%	-12%	1.0%	15%	8.4%	-1%	1.7%[50 µM]	-5%	5%
CC(=O)Nc1ccc(SCC(=O)NC(=O)c2ccccc2Br)cc1	.	.	.	.	3.1%	-2%	0.5%[50 µM]	.	4%
Cc1cc(C)c2c(CC(=O)O)coc2c1	2%	-7%	1.3%	6%	0.1%	-1%	1.7%	1%	12%
C/C=C/c1ccc(OCC(=O)NCc2ccccc2OC)c(OC)c1	6%	2%	4.5%	1%	50%	-9%	0.7%	-5%	1%
CCCOC(=O)c1c(NC(=O)/C=C/c2cnn(C)c2C)sc(C(=O)OC)c1C	11%	0%	2.2%	8%	-0.3%	-1%	0.9%	-4%	9%
Cc1[nH]c2ccccc2c1C(=O)C(=O)N1CC(C)OC(C)C1 (configuration not stated)	4%	10%	1.3%	15%	0.3%	-6%	0.1%	8%	9%
CCOC(=O)N1CCN(C(=O)COC(=O)C2CCN(S(=O)(=O)c3c(C)c(C)cc(C)c3C)CC2)CC1	27%	.	.	.	0.8%	-1%	0.7%[50 µM]	7%	3%
COc1ccc(C(=O)NC2CCN(S(=O)(=O)c3ccc(C)cc3)CC2)cc1	8%	15%	-1.7%	-7%	6.2%	-1%	-0.1%	0%	-10%
CCCCn1c(N)c(N(CC(C)C)C(=O)c2cc3c(s2)CCCCC3)c(=O)[nH]c1=O	11%	.	.	.	-0.2%	4%	1.1%[50 µM]	-11%	0%
O=C1CSC(c2cccc([N+](=O)[O-])c2)N1c1ccc(O)cc1 (configuration not stated)	3%	-16%	-2.6%	19%	1.0%	-1%	0.4%	-3%	3%
CC(=O)N1[C@H](C)C=C[C@]1(Cc1ccccc1)C(=O)NCc1cc(F)cc(C(F)(F)F)c1	27%	4%	2.4%	1%	0.9%	-6%	1.0%	0%	9%
CC(Oc1ccccc1)C(=O)N/N=C/c1ccccn1 (configuration not stated)	12%	-4%	0.0%	2%	2.5%	-5%	0.1%	0%	9%
O=C(c1ccco1)N1C2C=CC(C2)C1(C(F)(F)F)C(F)(F)F (configuration not stated)	1%	11%	1.5%	1%	2.8%	3%	0.3%	-1%	8%
CN(C(=O)CSc1nnc2ccccn12)c1c(N)n(Cc2ccccc2)c(=O)[nH]c1=O	0%	1%	-2.8%	-19%	0.7%	-4%	-0.2%	-6%	2%
Cc1ccn(CC(=O)NC2CCCN(Cc3ccc(CC(C)C)cc3)C2)n1 (configuration not stated)	25%	14%	2.3%	16%	1.0%	2%	-0.2%	-6%	2%
CCOC(=O)N1CCN(C(=O)C2CCCN(S(=O)(=O)c3cc(C)ccc3OC)C2)CC1 (configuration not stated)	0%	-6%	-1.6%	12%	4.9%	-6%	-0.6%	-2%	0%
O=S(=O)(c1cccc(NC(=S)N2CCN(c3cccc(Cl)c3)CC2)c1)C(F)F	24%	-6%	-3.6%	-3%	10%	28%	-0.1%	-17%	-21%
CCc1ccc(-c2cc(C)no2)cc1S(=O)(=O)N1CC(=O)Nc2ccccc21	16%	17%	0.6%	-4%	2.6%	5%	2.5%	13%	4%
Cc1cc(O)c(NC(=S)NC(=O)c2ccc(-c3ccc(Cl)cc3)o2)cc1C	3%	8%	0.2%	2%	11%	10%	-0.3%	-14%	-8%
COc1cc(NC(=O)c2nn(C)c3c2CS(=O)(=O)c2ccccc2-3)cc(OC)c1	1%	12%	1.2%	9%	4.6%	-9%	0.1%	-3%	6%
CCOC(=O)C12CNC(=O)C(C(=O)OCC)(CNC1=O)C2	1%	6%	8.5%	2%	0.6%	-5%	-0.1%	2%	7%
CC(=O)c1ccc(OCc2cc(C(=O)N3CCCCC3c3cccnc3)no2)cc1 (configuration not stated)	5%	0%	-0.1%	-7%	?	-1%	0.1%	-2%	10%
O=c1[nH]c2ccccc2c(=O)n1Cc1ccco1	17%	6%	2.3%	-7%	-1.9%	-2%	3.8%	0%	4%
COc1ccc2cc1Oc1ccc(cc1)C[C@H]1c3cc(c(OC)cc3CCN1C)Oc1c(OC)c(OC)cc3c1[C@@H](C2)N(C)CC3	.	.	.	.	18%	-1%	3.1%	.	6%
CC1=C(c2ccc(C(C)C)cc2)S(=O)(=O)N=C1N1CCN(C(=O)c2ccco2)CC1	6%	1%	0.0%	8%	.	-3%	0.1%	9%	11%
O=C(Nc1nc2cc3c(cc2s1)OCCO3)C1=COCCO1	22%	19%	-1.6%	-1%	3.6%	-3%	0.1%[50 µM]	8%	2%
Cc1cccnc1NC(=O)NC(=O)c1ccc(C(C)(C)C)s1	7%	10%	0.5%	-1%	-0.8%	-1%	-0.3%	-13%	9%
CC(=O)Nc1cccc(OC(=O)c2ccoc2C)c1	-9%	-4%	1.4%	-5%	0.7%	3%	0.4%	29%	13%
Cc1ccc(N2CC(C(=O)Nc3nnc(SCC(=O)NCC4CCCO4)s3)CC2=O)cc1C (configuration not stated)	31%	4%	3.3%	19%	1.2%	2%	0.0%	-8%	7%
O=C(NCc1ccc2c(c1)OCO2)C1CC(=O)N(c2ccc(F)cc2)C1 (configuration not stated)	2%	18%	-2.7%	18%	1.9%	0%	0.8%	-4%	4%
COc1ccccc1C(=O)N/C(N)=N/c1nc2ccccc2o1	23%	10%	64%	18%	1.0%	-4%	0.1%	-4%	15%
Cc1noc(C)c1COC(=O)c1ccc(N(C)C)cc1	11%	-3%	-1.2%	-18%	2.7%	-9%	-0.4%	-6%	10%
N#Cc1nc(COc2ccc(F)cc2)oc1N1CCCCC1	24%	15%	-1.8%	9%	-0.1%	-4%	1.6%	-3%	-3%
COc1ccccc1N1CCN(S(=O)(=O)c2ccc3c(c2)NC(=O)C(C)C(=O)N3)CC1 (configuration not stated)	7%	-8%	0.6%	1%	1.5%	-4%	-2.1%	.	-5%
O=C(c1cccnc1)N1CCN(c2ccc3ccccc3n2)CC1	8%	-3%	-1.2%	-5%	1.0%	-13%	1.1%	13%	5%
Cn1c(=O)c2c(nc(NCC3CCCC(CN)C3)n2Cc2ccc(Cl)cc2Cl)n(C)c1=O (configuration not stated)	10%	3%	0.1%	0%	4.5%	-5%	0.2%[50 µM]	1%	-4%
COc1ccc(C2=C/C(=C\c3ccc(OC(C)=O)cc3)C(=O)O2)cc1	18%	-10%	20%	2%	-0.5%	-5%	-0.2%	6%	0%
Cc1cc(C)c(NC(=O)CS(=O)CC(=O)NCCN2CCCCCC2)c(C)c1 (configuration not stated)	3%	-5%	-1.3%	5%	-0.1%	4%	-0.1%	1%	-2%
C1CCN(c2nc3nonc3nc2NCC2CCOCC2)CC1	9%	-4%	0.1%	4%	0.9%	-2%	-0.2%	8%	-3%
CCOc1cccc(OCCCCN2CCOCC2)c1	-2%	18%	-2.0%	15%	-1.6%	-6%	0.0%	5%	?
CCNc1ccc(C(=O)OCC(=O)NCCN2C(=O)CSC2=O)cc1[N+](=O)[O-]	7%	4%	-1.7%	7%	1.7%	-7%	-0.1%	-9%	-1%
COC(=O)c1cn(Cc2cccnc2)c(=O)c2ccccc12	8%	-13%	-2.2%	6%	0.2%	3%	-0.1%	-6%	-1%
COc1ccc(-c2csc(NC(C)=O)n2)cc1OC	10%	-1%	-1.2%	-4%	0.7%	-5%	0.3%	-11%	15%
COC(=O)c1oc2c(c1C)C(=O)CC(C)(C)C2	2%	-3%	1.4%	-5%	-0.7%	3%	1.3%	-4%	-2%
CCOC(=O)c1c[nH][nH]c1=O	6%	2%	-1.2%	4%	1.3%	-3%	0.2%	-3%	12%
Cc1ccc(-c2csc3ncnc(Cl)c23)cc1	6%	-3%	-1.6%	4%	5.5%	-3%	1.0%[50 µM]	27%	10%

Compound activity (PubChem)
